# Assay outcomes (PubChem BioAssay)
# SENP8 inh – SENP8 protease inhibitors, primary screen, biochemical, luminescence; Sentrin-specific protease 8 (Homo sapiens), Q96LD8; purified SENP8, Z-RLRGG-aminoluciferin cleavage; inhibition, % at 10 µM; 330,000 compounds, 1.2% hits; AID 2540, 2010
# Target sequence (Q96LD8 whole entry, looked up): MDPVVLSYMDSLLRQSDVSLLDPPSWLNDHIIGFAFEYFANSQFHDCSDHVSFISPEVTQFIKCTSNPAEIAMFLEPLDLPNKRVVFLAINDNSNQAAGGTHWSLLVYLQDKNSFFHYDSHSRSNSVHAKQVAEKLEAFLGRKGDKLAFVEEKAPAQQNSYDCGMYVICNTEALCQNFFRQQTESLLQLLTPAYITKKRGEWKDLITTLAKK
# Jurkat NFkB inh – inhibitors of induced NF-kB luciferase reporter, primary screen, TCR NF-kB activation inhibitor project, cell-based, luminescence, uHTS; Jurkat, PMA/ionomycin-induced NF-kB luciferase reporter; inhibition, % at 4 µM; 330,000 compounds, 0.53% hits; AID 435003, 2010
# 697 NFkB inh – inhibitors of PMA/ionomycin-induced NF-kB reporter, 697 cells, primary screen, B-cell NF-kB inhibitor project, cell-based, luminescence, uHTS. 697 B-cell NF-kB luciferase reporter, 16 h. inhibition, % at 4 µM. 330,000 compounds, 0.33% hits. AID 435022, 2010; in the data active = inhibition above about 35%
# CCR6 antag – CCR6 receptor antagonists, primary screen, cell-based, CHO-K1, luminescence, beta-arrestin, uHTS. CHO-K1 CCR6 PathHunter beta-arrestin, CCL20-stimulated. inhibition, % at 20 µM. 340,000 compounds, 0.49% hits;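 active = compounds whose inhibition of the agonist-driven luminescence signal at 20 µM reaches about 50%, limit read from the data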;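 note: cells stimulated with CCL20 at 14 nM final; plate controls were DMSO with CCL20 for no effect and DMSO without agonist for full effect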
# Gli-Sufu antag – Gli-Sufu pathway antagonists, primary screen, luciferase luminescence, Sufu-KO-LIGHT cells, uHTS | Sufu-KO-LIGHT fibroblasts, Gli luciferase reporter luminescence | inhibition, % at 5 µM | 340,000 compounds, 0.74% hits;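 active = inhibition above about 55%, limit read from the data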;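 note: 0% = DMSO-treated cells and 100% = wells with medium but no cells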
# UBC13 inh – UBC13 polyubiquitin chain formation inhibitors, primary screen, biochemical, TR-FRET, uHTS; Ubiquitin-conjugating enzyme E2 N (Homo sapiens), P61088; inhibition, % at 20 µM; 330,000 compounds, 0.47% hits; in the data active = inhibition above about 45%, passing the limit was not always enough
# Target sequence (P61088 whole entry, looked up): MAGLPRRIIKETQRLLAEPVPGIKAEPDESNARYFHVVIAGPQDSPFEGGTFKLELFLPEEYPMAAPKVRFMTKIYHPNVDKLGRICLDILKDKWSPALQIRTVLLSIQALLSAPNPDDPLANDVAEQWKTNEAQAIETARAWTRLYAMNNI
# Apaf-1 inh – inhibitors of human Apaf-1 apoptosome, primary screen, biochemical, DEVD-Rh110 fluorescence, uHTS; Apoptotic protease-activating factor 1 (Homo sapiens), O14727; reconstituted apoptosome caspase-3 activity; inhibition, % at 20 µM; 330,000 compounds, 0.71% hits; AID 489030, 2010; active = inhibition of at least 40% at 20 µM;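 note: plate controls were DMSO wells for no effect and DEVD-CHO caspase inhibitor wells for full effect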
#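 Material: biochemical Apaf-1 apoptosome reconstitution. Medium: Hepes buffer, pH 7.5. Also added: cytochrome c activation, bis-DEVD rhodamine 110 substrate. Timing: 30 min compound preincubation, 50 min activation, room temperature. Measured by: rhodamine 110 fluorescence at Ex 480/Em 540 nm.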
# EBI2 antag – EBI2 receptor antagonists, beta-arrestin recruitment, primary screen, cell-based, luminescence, 7a,25-OHC stimulation, uHTS. 7a,25-OHC stimulated. inhibition, % at 5 µM. 360,000 compounds, 0.81% hits; in the data active = inhibition above about 38%;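 note: enzyme fragment complementation signal reports receptor beta-arrestin coupling in cells; 0% = agonist plus DMSO wells and 100% = wells without agonist; some results beyond the cut were filed as inactive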
# Target sequence (P32249 whole entry, looked up, the tested form may be a part): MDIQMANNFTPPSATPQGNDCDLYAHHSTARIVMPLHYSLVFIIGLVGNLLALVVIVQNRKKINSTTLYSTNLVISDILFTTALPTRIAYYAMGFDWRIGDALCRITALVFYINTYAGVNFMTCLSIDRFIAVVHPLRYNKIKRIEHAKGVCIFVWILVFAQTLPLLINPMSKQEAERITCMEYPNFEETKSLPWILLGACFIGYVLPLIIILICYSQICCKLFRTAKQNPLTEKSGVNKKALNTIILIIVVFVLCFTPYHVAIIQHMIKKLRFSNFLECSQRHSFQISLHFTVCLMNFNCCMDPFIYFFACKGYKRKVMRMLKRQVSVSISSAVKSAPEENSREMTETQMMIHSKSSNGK
# * marks the source's active call; other numbers are inactive results; . = not tested or not shown; & = joins results of further samples. Cut-off read from the data, not from the text of the source, unless noted: active = inhibition above about 50%; inactive = the rest. This is a subset; rates above refer to the full screens.
SMILES,SENP8 inh,Jurkat NFkB inh,697 NFkB inh,CCR6 antag,Gli-Sufu antag,UBC13 inh,Apaf-1 inh,EBI2 antag
Cn1cc(CN2CCCC(C(=O)Nc3cccc(-n4cccn4)c3)C2)cn1 (stereo not given),5,0,12,5,0,-3,-5,8
O=C(Cc1ccccc1F)OCC(=O)N1CCN(C(=O)c2ccco2)CC1,4,-4,2,2,-5,-4,-2,-5
CCOc1ccc(CN(C(=O)c2ccccn2)c2ccc(OC)c(Cl)c2)cc1,3,-41,-46,11,7,-4,16,2
Cc1ccc(C(=O)N2CCCC(Nc3ccc(C(C)C)cc3)C2)cn1 (stereo not given),-4,5,-4,-6,-4,-6,-3,4
CCOc1ccc(S(=O)(=O)N(CC)CC)cc1N,-5,18,11,-8,-11,13,-6,-4
Cc1cccc(CN2CCC(Oc3ccc(C(=O)N4CCCCC4)cc3)CC2)c1,-7,15,13,10,27,-1,14,-5
Cc1ccc(S(=O)(=O)N2CCN(C(=O)c3ccc(COc4ccccc4)o3)CC2)cc1,6,3,-5,16,8,5,11,4
CN(C)CCNC(=O)c1c(CSc2ccccc2)noc1C(=O)NCc1ccccc1,-8,8,5,7,21,4,0,-13
CCCN1CCC(=NNc2ccc(S(N)(=O)=O)cc2[N+](=O)[O-])CC1,6,1,10,-10,3,-31,-4,-8
CCCc1cc(=O)[nH]c(SCC(=O)N(CCC#N)c2ccc3c(c2)OCCO3)n1,-3,-2,-9,2,-5,-7,4,-10
Cc1ccccc1OCc1nc2ccccc2c(=O)n1NC(=O)c1ccco1,-8,6,4,3,-2,0,-15,-5
Cn1c(SCC(=O)NC2CC2)nnc1-c1ccc(Cl)cc1,4,-7,19,3,-2,10,3,-19
O=c1c2[nH]c3ccccc3c2ncn1CCCn1ccnc1,3,4,-14,15,11,-3,1,-2
Cc1ccccc1NC(=O)/C(C#N)=C\c1cn(CC(=O)O)c2ccccc12,-1,-2,11,12,0,-1,4,4
CCN(CCO)C(=O)C(c1ccccc1)c1ccccc1,7,-2,-8,32,0,4,1,0
Cc1ccc(NC(=O)CCNS(=O)(=O)c2ccccc2)cc1S(=O)(=O)N1CCOCC1,-10,6,-5,14,0,0,7,6
COc1ccc(CCN(C)C/C=C/c2ccccc2[N+](=O)[O-])cc1OC,-4,-20,-10,13,13,3,0,-4
Cc1cc(C)nc(NS(=O)(=O)c2ccc(N/C=C/C(=O)c3ccc(Cl)cc3)cc2)n1,3,4,-20,1,3,-12,2,-10
CCOc1ccc(NC2=CC(=O)CCC2)cc1,-8,5,-5,21,-12,-3,11,-5
O=C(Nc1ccc(Br)cc1)c1ccc(N2C(=O)C3CC=C(Cl)CC3C2=O)cc1 (stereo not given),-5,-2,-63,2,-6,1,4,12
S=C(NCCc1ccccc1)N/N=C/c1cccc(Cl)c1Cl,-6,11,-8,27,-2,-17,14,8
O=C(O)c1cc(-c2cccs2)nn1-c1ccccc1,3,10,13,5,28,6,-11,4
CN(CC(=O)Nc1ccc(C#N)cc1)Cc1ccc(Cl)c(Cl)c1,4,5,6,20,31,3,2,4
CC(=O)Nc1ccc(C(=O)CSc2nnc(Cn3nnc4ccccc43)n2C)cc1,4,3,13,-5,3,0,-13,3
O=C(CSCCc1ccccn1)Nc1ccc(Br)cn1,-5,-12,2,3,-4,-5,1,13
Cc1cc(C)c2c(=O)[nH]c(SCC(=O)Nc3ccc(N(C)C)cc3)nc2n1,1,7,5,2,1,-12,6,-12
CCCc1cc(=O)[nH]c(SCC(=O)c2ccc3c(c2)NC(=O)CO3)n1,0,6,22,-7,-17,-10,-10,-6
CCOc1ccc(OCC)c(S(=O)(=O)n2ccnc2C)c1,3,2,3,15,0,-2,8,-14
COC(=O)c1ccc([C@H](NC(=O)c2ccco2)[C@]2(C)C[C@H]2C2CCCCC2)cc1,-9,-11,24,3,4,-12,22,4
COc1cccc(/C=C/C(=O)OCC(=O)Nc2cccc(S(=O)(=O)N(C)C)c2)c1,0,-5,-8,25,-1,6,5,13
CC(C)Sc1nc(C(F)(F)F)cc(=O)n1-c1ccccc1,9,-7,15,-10,4,8,7,-15
COc1cc(C2/C(=C(\O)c3ccc4c(c3)CC(C)O4)C(=O)C(=O)N2c2nnc(C)s2)cc(OC)c1OC (stereo not given),7,-2,15,2,-7,-4,-2,-5
Cc1cc2c(n1-c1ccc(C(=O)O)cc1)CCCCC2,-1,6,17,.,.,-6,3,.
CCOC(=O)N1CCC(N2CCN(S(=O)(=O)c3ccc(Cl)cc3)CC2)CC1,-4,18,6,-21,0,-5,-4,-8
Cc1ccc(-c2nnc(N3CCN(C(=O)CN4CCOCC4)CC3)c3ccccc23)cc1,2,7,5,4,7,3,-7,9
CC[C@]1(c2ccccc2OC)C(=O)N(C(=O)OC)N1C(=O)OC,-1,-6,-15,-3,0,2,-7,-4
Cc1c(CN(C)CCc2ccccc2)c(=O)n(-c2ccccc2)n1C,-1,14,10,1,1,4,-21,-9
Fc1ccc(NC(=S)Nc2cccnc2)c(Cl)c1,5,-4,1,8,3,2,-23,-9
COC(=O)C1=C(C(=O)OC)[C@@H]2N(C)c3ccc(OC)cc3[C@@]23C[C@@H](C(=O)OC)N(C(=O)c2ccco2)C3=N1,-10,-4,12,-9,-10,-11,1,-11
CCc1cc(=O)oc2c(C)c(OCC(=O)NCCCN3CCCC3=O)ccc12,5,-8,16,20,-6,1,-1,-2
CCCn1nnc(NC(=S)NC(=O)C(C)(C)C)n1,7,-7,16,19,-2,9,-2,-8
COc1ccc(Cl)cc1NC(=O)CN(C)C(=O)C12CC3CC(CC(Cl)(C3)C1)C2,-1,4,-1,9,43,38,20,4
Cc1cc(=O)oc2cc(OC(=O)CCCCCN3C(=O)c4ccccc4C3=O)ccc12,-15,-6,0,0,3,6,12,-10
O=C(CSc1nc(C(F)(F)F)cc(=O)[nH]1)NCc1ccc2c(c1)OCO2,-3,7,6,12,-5,-2,3,-11
CC(=O)N(NC(=O)c1ccccc1Cl)C1CC(=O)N(c2ccc(C)cc2)C1=O (stereo not given),-2,12,7,15,-2,3,-6,-1
COc1cccc(OC)c1C(=O)N1CCNCC1,-5,6,5,-1,-6,0,-3,-1
O=C(Nc1ccc2c(c1)OCCO2)c1ccccc1F,58*,-93,-129,4,-68,7,-10,0
COc1ccc(OCc2nnc(SCC(=O)Nc3ccc(C)cc3)o2)cc1,-9,-4,3,10,-12,-5,14,10
COc1ccc(CCNC(=O)CNCC2CCCO2)cc1OC (stereo not given),-4,6,-1,1,3,-1,-14,1
Cc1ccc2nc(Cl)c(/C=N/NC(=O)[C@H]3C[C@@H]3c3ccccc3)cc2c1,3,10,10,-1,8,0,19,6
Cc1nn(-c2ccccc2)c(-c2ccccc2[N+](=O)[O-])c1C(=O)O,-1,2,2,-16,-1,-5,-1,-10
COc1ccc(C(=O)Nc2ccnn2C2CCN(Cc3cn(C)nc3C)CC2)cc1,-3,2,-7,7,18,-1,-1,-1
CC(C)C(=O)Nc1ccc(C(=O)NCc2cccnc2)cc1,4,-9,12,9,-19,-1,3,2
O=C(O)CCCC(=O)Nc1ccc2c(c1)oc1ccccc12,-8,1,6,17,.,4,-1,-7
CCCCn1c(N)c(N(CCOC)C(=O)C2CCN(C(=O)c3ccccc3C)CC2)c(=O)[nH]c1=O,-4,8,12,-4,-4,1,-5,-7
NC(=S)Nc1cccc2[nH]ncc12,-4,-1,0,1,-4,0,-4,-13
CCc1cc2c(=O)oc(-c3ccc(F)cc3)nc2s1,26,-10,-16,15,-5,-5,16,1
CCOc1ccc(C(=O)N[C@H](C(=O)Nc2ccc(OC)c(S(=O)(=O)N3CCOCC3)c2)C(C)C)cc1,-7,0,8,3,-8,1,3,2
COc1cc2nc(N(CCCN(C)C)C(=O)c3ccc(C(=O)c4ccccc4)cc3)sc2cc1OC,8,-3,-3,24,23,27,26,0
COc1ccc(OC)c(NC(=O)c2sc3nc(Cc4ccccc4)cc(C(F)(F)F)c3c2N)c1,-9,7,-14,9,6,0,-4,24
# Continuation:
SMILES,SENP8 inh,Jurkat NFkB inh,697 NFkB inh,CCR6 antag,Gli-Sufu antag,UBC13 inh,Apaf-1 inh,EBI2 antag
Cc1ccc(-n2c(CNc3ccc(F)cc3)nnc2SCC(=O)O)cc1,0,16,-7,3,-8,-5,1,9
Cc1ccc(CN2C(=O)CCC2C(=O)NC2CCCC2)cc1 (stereo not given),-8,-9,-1,1,-4,-1,0,-3
Cc1ccc(NC(=O)c2ccc(S(=O)(=O)NCc3ccco3)cc2)nc1,-14,14,-45,14,-13,-2,9,2
CCN1CCN(S(=O)(=O)c2cccc(S(=O)(=O)N3CCOCC3)c2)CC1,-1,-2,-2,-4,-1,-1,-4,-9
Cc1ccc(C(C)C)cc1OCCn1cncn1,-10,-8,6,2,14,-2,5,-4
NC(=O)NC1NC(=O)NC1=O (stereo not given),4,2,5,-5,5,-4,6,1
COc1ccc(CN2CC(C(=O)NCCCOC(C)C)CC2=O)cc1 (stereo not given),2,2,21,-12,-1,3,-14,3
Nc1nnc(COc2ccccc2)s1,0,17,7,9,-62,4,-5,6
C=CCc1ccccc1OCC(O)CN1CCN(Cc2ccc3c(c2)OCO3)CC1 (stereo not given),-2&2,2&0,5&0,-23&-10,7&31,-7&4,7&19,12&7
O=C(c1ccccc1S(=O)(=O)NCc1ccccc1)N1CCCC1,-2,9,7,-6,1,3,1,-5
CCn1nc(NS(=O)(=O)c2ccccc2)c2cc3ccccc3nc21,-7,9,1,16,-11,-23,0,7
CCCOc1ccccc1NC(=O)c1ccc(N)cc1,-4,5,11,2,2,6,4,-11
CCOC(=O)Cn1c(-c2ccc(OC)cc2)c(-c2ccc(OC)cc2)nnc1=O,-9,-6,-4,10,45,-1,1,8
COc1cc(OC)c(OC)cc1/C=C1\CCC(C2CCCC2)C1=O (stereo not given),-2,-6,26,6,11,12,-2,3
CC1=NNC(=O)C1CC(=O)N/N=C(\C)c1ccco1 (stereo not given),-3,-4,11,1,-1,3,0,-3

# Reprinted at random: 2 compounds from above
SMILES,SENP8 inh,Jurkat NFkB inh,697 NFkB inh,CCR6 antag,Gli-Sufu antag,UBC13 inh,Apaf-1 inh,EBI2 antag
CCOc1ccc(C(=O)N[C@H](C(=O)Nc2ccc(OC)c(S(=O)(=O)N3CCOCC3)c2)C(C)C)cc1,-7,0,8,3,-8,1,3,2
CCCOc1ccccc1NC(=O)c1ccc(N)cc1,-4,5,11,2,2,6,4,-11

# (continued)
SMILES,SENP8 inh,Jurkat NFkB inh,697 NFkB inh,CCR6 antag,Gli-Sufu antag,UBC13 inh,Apaf-1 inh,EBI2 antag
CC1(OC(=O)C2CCCC2)C(=O)C=C2C=C3CCCN3C=C2C1=O (stereo not given),3,-11,6,.,.,-7,11,.
Cc1cc(Br)c(NC(=O)CN(C)CCOc2ccccc2)c(Br)c1,-5,-17,17,2,1,-7,15,-1
O=C(NC1CCN(Cc2ccccc2)CC1)c1ccc(Cn2c(=S)[nH]c3ccc(N4CCOCC4)cc3c2=O)cc1,-10,-25,-45,29,-12,19,18,3
O=C(c1ccccc1)N(Cc1ccccc1)Cc1ccccc1,-3,4,8,9,0,7,-2,5
CCOc1cc(/C=N/NC(=O)C(=O)NC)cc(Br)c1O,-6,-7,-17,6,4,-18,0,-9
CCCC(=O)N1CCN(c2ccc(NC(=O)c3ccc4c(c3)OCCO4)cc2)CC1,-11,7,-8,4,0,-8,7,-9

# Copied from the list:
# In Apaf-1 inh, `Cn1c(SCC(=O)NC2CC2)nnc1-c1ccc(Cl)cc1` is entered as 3
# In Gli-Sufu antag, `COc1ccc(CN2CC(C(=O)NCCCOC(C)C)CC2=O)cc1` (stereo not given) is entered as -1
